Screening results deposited in PubChem BioAssay by The Scripps Research Institute Molecular Screening Center.
GSTO1 inh: inhibitors of recombinant GSTO1, primary screen, counter-screen for RBBP9 inhibitor project, biochemical, fluorescence polarization; Glutathione S-transferase omega-1 (Homo sapiens), P78417; activity-based probe fluorescence polarization; inhibition, % at 5.96 µM; actives 1.1% (n = 300,000);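 active = inhibition above the campaign mean inhibition plus 3 SD, cut at about 35% in these data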;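 also: 0% = GSTO1-1 with DMSO and 100% = wells lacking GSTO1-1 enzyme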
LYPLA1 counter: LYPLA1 inhibitors, primary screen, counter-screen for PME1 inhibitor project, biochemical, fluorescence polarization, FP-Rh probe ABPP; recombinant LYPLA1; AID 2174, 2009; actives 0.16% (n = 320,000); inhibition, % at 5.9 µM;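 active = inhibition above the mean of all tested compounds plus 3 SD, set per campaign, cut at about 14% in these data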;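 also: inhibitors block serine hydrolase probe labeling of LYPLA1 so polarization falls; 0% = enzyme with DMSO and 100% = wells lacking LYPLA1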
Target sequence (O75608 whole entry, looked up): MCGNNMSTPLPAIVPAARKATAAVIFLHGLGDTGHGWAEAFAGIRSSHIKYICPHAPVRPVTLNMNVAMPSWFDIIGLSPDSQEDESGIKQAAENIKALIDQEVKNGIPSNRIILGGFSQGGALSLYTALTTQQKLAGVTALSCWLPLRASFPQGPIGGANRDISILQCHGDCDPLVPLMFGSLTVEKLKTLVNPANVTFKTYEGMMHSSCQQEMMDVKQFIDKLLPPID
LYPLA2 inh: LYPLA2 inhibitors, primary screen, counter-screen for PME1 inhibitor project, biochemical, fluorescence polarization, FP-Rh probe ABPP; Acyl-protein thioesterase 2 (Homo sapiens), O95372; recombinant LYPLA2; inhibition, % at 5.9 µM; actives 0.38% (n = 320,000); AID 2177, 2009;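 active = inhibition above the screen-wide mean plus 3 SD, limit set per campaign, cut at about 26% in these data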;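 also: 0% = LYPLA2 with DMSO and 100% = wells lacking LYPLA2 enzyme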
Target sequence (O95372 whole entry, looked up): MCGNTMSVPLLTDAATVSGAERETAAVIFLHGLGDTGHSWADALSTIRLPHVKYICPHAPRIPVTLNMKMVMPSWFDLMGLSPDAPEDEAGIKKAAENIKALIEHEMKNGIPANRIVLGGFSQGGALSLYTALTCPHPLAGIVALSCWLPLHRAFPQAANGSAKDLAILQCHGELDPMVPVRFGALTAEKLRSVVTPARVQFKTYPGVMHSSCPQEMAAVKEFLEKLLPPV
PAFAH1B3 inh: PAFAH1B3 enzyme inhibitors, primary screen, biochemical, fluorescence polarization, human; recombinant PAFAH1B3, FP-rhodamine probe; inhibition, % at 3.39 µM; AID 492972, 2010; actives 0.28% (n = 340,000);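 active = inhibition above the screen-wide average of all tested compounds plus 3 SD, cut at about 25% in these data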;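 also: 0% = enzyme with DMSO only and 100% = wells lacking PAFAH1B3 protein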
Target sequence (Q15102 whole entry, looked up): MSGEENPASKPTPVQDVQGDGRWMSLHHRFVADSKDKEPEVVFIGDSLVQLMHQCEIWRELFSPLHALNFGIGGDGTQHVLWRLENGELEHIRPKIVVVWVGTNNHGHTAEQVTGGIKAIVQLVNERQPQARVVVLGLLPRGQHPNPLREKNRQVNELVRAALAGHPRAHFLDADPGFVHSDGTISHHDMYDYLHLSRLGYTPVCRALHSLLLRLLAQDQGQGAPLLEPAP
pPAFAH inh: pPAFAH enzyme inhibitors, primary screen, biochemical, fluorescence polarization, human; Platelet-activating factor acetylhydrolase (Homo sapiens), Q13093; recombinant pPAFAH, FP-rhodamine probe fluorescence polarization; inhibition, % at 3.39 µM; actives 1.5% (n = 330,000);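 active = inhibition above the mean inhibition across the screen plus 3 SD, cut at about 25% in these data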;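 also: inhibitors block binding of the rhodamine activity-based probe so polarization drops; 0% = enzyme with DMSO and 100% = wells lacking pPAFAH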
PAD4 inh: human PAD4 inhibitors, primary screen, biochemical, fluorescence polarization, 1536-well format; Protein-arginine deiminase type-4 (Homo sapiens), Q9UM07; recombinant PAD4, RCA probe fluorescence polarization; inhibition, % at 6.36 µM; actives 0.41% (n = 330,000);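 active = percent inhibition above a cutoff equal to the mean of all tested compounds plus 3 SD, cut at about 15% in these data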;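 also: 0% = PAD4 with RCA probe and DMSO and 100% = probe without PAD4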
PME-1 primary: PME-1 inhibitors via competitive probe labeling, primary screen, biochemical, fluorescence polarization, FP-Rh probe, HTS | Protein phosphatase methylesterase 1 (Homo sapiens), Q9Y570 | recombinant PME-1 | inhibition, % at 5.9 µM | actives 0.53% (n = 320,000) | AID 2130, 2009;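 active = inhibition above the campaign mean of all compounds plus 3 SD, cut at about 26% in these data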;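 also: competitive labeling of PME-1 active site by serine hydrolase directed probe; 0% = PME-1 with DMSO and 100% = wells lacking PME-1 enzyme; inhibitors block probe labeling so polarization falls and inhibition rises; many of its hits are not listed in these tables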
PAFAH2 FP inh: PAFAH2 enzyme inhibitors, primary screen, biochemical, fluorescence polarization, human; AID 492956, 2010; actives 0.99% (n = 340,000); inhibition, % at 3.39 µM; recombinant PAFAH2, FP-rhodamine activity probe;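 active = inhibition above the mean over all tested compounds plus 3 SD, cut at about 30% in these data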;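 also: inhibitors block probe labeling of enzyme so polarization drops; 0% = enzyme with DMSO and 100% = wells lacking PAFAH2 protein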
PAFAH1B2 FP inh: PAFAH1B2 enzyme inhibitors, primary screen, biochemical, fluorescence polarization, human. Platelet-activating factor acetylhydrolase IB subunit alpha2 (Homo sapiens), P68402. actives 1.2% (n = 340,000). recombinant PAFAH1B2, FP-rhodamine activity probe. inhibition, % at 3.39 µM. AID 492953, 2010;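 active = inhibition above the mean of all tested compounds plus 3 SD, cut at about 24% in these data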;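 also: 0% = enzyme with DMSO and 100% = wells lacking PAFAH1B2; many of its hits are not listed in these tables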
Target sequence (P68402 whole entry, looked up): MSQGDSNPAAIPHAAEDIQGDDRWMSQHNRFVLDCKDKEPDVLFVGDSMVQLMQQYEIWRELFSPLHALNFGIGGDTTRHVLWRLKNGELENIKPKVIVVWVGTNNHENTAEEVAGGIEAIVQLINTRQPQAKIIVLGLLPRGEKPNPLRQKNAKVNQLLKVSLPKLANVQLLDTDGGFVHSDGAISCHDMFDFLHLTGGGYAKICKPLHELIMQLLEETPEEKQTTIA
* marks the source's active call; other numbers are inactive results; . = no result given. A portion of the library, so the mix of outcomes need not match the whole.

no.	compound	LYPLA1 counter	GSTO1 inh	PAFAH1B3 inh	LYPLA2 inh	PAFAH1B2 FP inh	PME-1 primary	PAFAH2 FP inh	pPAFAH inh	PAD4 inh
1	CCCN(CC1CCCO1)C(=O)CCc1nnc(-c2cc(C)on2)o1 (stereo not given)	-3	-1	6	1	3	-4	-4	-1	-6
2	COc1ccc(Br)cc1CN1CCCCCCC1	-1	0	12	5	4	2	0	3	-1
3	CCCCOc1ccc(CC(=O)NCC(=O)O)cc1	-2	2	4	-1	0	0	2	-2	0
4	O=C(CCS(=O)(=O)c1ccc(Cl)cc1)N1CCCc2ccccc21	1	7	5	-8	6	11	-1	-6	-1
5	CCS(=O)(=O)N1CCN=C1SCc1cccc(F)c1	3	3	8	7	3	2	-1	8	2
6	Cc1nc2cc(-c3cccs3)nn2c(NCC(C)(C)CN(C)C)c1C	-2	-1	0	3	6	0	-3	8	-2
7	CCCCCc1cccnc1	3	19	-7	2	0	2	1	2	5
8	CC(C)Cn1c(=O)c(C(=O)Nc2cnccn2)c(O)c2ccccc21	3	5	-6	0	-8	-1	0	9	-9
9	COc1ccc(C(=O)C(C)OC(=O)COc2ccccc2)cc1 (stereo not given)	.	.	8	.	1	.	4	11	0
10	COc1ccccc1/C=C/C(=O)OCC(=O)NCc1ccco1	-5	5	8	7	5	5	62*	4	-2
11	COc1ccc(NC2CCCN(C(=O)c3ccccc3N3CCOCC3)C2)cc1OC (stereo not given)	0	2	6	5	5	0	-1	3	-2
12	CCOC(=O)c1ccc(NC(=O)C(C)N2C(=O)c3ccccc3C2=O)cc1 (stereo not given)	1	1	7	1	1	-2	9	0	-1
13	Cc1onc(-c2ccccc2)c1C(=O)Nc1cccnc1	4	-1	3	4	8	0	5	1	-8
14	COc1ccc(-c2c(C(C)=O)c(C)nc3sc4c(=O)n(-c5ccc(C)cc5)nnc4c23)cc1	-1	7	-3	0	-1	4	-1	-1	1
15	CCc1ccc(CNC(=O)C2CC(=O)N(CCc3ccc(C)cc3)C2)cc1 (stereo not given)	3	10	-3	1	0	-2	-4	2	-5

Part of the list above in another layout.
13. Cc1onc(-c2ccccc2)c1C(=O)Nc1cccnc1
  LYPLA1 counter: 4	GSTO1 inh: -1	PAFAH1B3 inh: 3	LYPLA2 inh: 4	PAFAH1B2 FP inh: 8	PME-1 primary: 0	PAFAH2 FP inh: 5	pPAFAH inh: 1	PAD4 inh: -8
14. COc1ccc(-c2c(C(C)=O)c(C)nc3sc4c(=O)n(-c5ccc(C)cc5)nnc4c23)cc1
  LYPLA1 counter: -1	GSTO1 inh: 7	PAFAH1B3 inh: -3	LYPLA2 inh: 0	PAFAH1B2 FP inh: -1	PME-1 primary: 4	PAFAH2 FP inh: -1	pPAFAH inh: -1	PAD4 inh: 1
15. CCc1ccc(CNC(=O)C2CC(=O)N(CCc3ccc(C)cc3)C2)cc1 (stereo not given)
  LYPLA1 counter: 3	GSTO1 inh: 10	PAFAH1B3 inh: -3	LYPLA2 inh: 1	PAFAH1B2 FP inh: 0	PME-1 primary: -2	PAFAH2 FP inh: -4	pPAFAH inh: 2	PAD4 inh: -5

Additional compounds follow:
no.	compound	LYPLA1 counter	GSTO1 inh	PAFAH1B3 inh	LYPLA2 inh	PAFAH1B2 FP inh	PME-1 primary	PAFAH2 FP inh	pPAFAH inh	PAD4 inh
16	CC(Sc1ncnc2sc(-c3ccccc3)cc12)C(N)=O (stereo not given)	-3	-3	6	4	6	7	-6	9	-2
17	O=C(COc1ccc2c(c1)CCC2)N1CCN(c2cccc(C(F)(F)F)c2)CC1	5	-1	-3	21	2	-2	0	15	-2
18	CCC(C)(C)n1nnnc1C(c1cc2cc3c(cc2[nH]c1=O)OCO3)N1CCCCC1 (stereo not given)	-3	0	-1	-3	5	2	0	6	1
19	O=C1CCc2cc(S(=O)(=O)NCc3ccccc3Cl)ccc2N1	-1	.	0	4	0	-2	1	1	-1
20	CN[C@H](CC(=O)O)C(=O)O	-1	4	10	-1	1	-5	-5	0	-2
21	O=C(O)c1cnc(-c2ccccc2)nc1Sc1ccccc1	2	3	4	1	7	-3	1	-5	1
22	CC(C)=CCC/C(C)=C/COc1c2occc2cc2ccc(=O)oc12	.	.	5	.	1	.	11	-2	-9
23	CC(C)N(CCO)C(=O)CCc1nnc(CCCc2ccccc2)o1	-1	2	2	1	6	4	-1	2	1
24	Clc1ccc(Cn2cc(/C=N/n3cnnc3)c3ccccc32)c(Cl)c1	0	-6	2	8	-4	-1	1	-1	4
25	CCOC(=O)N1CCN(C(=S)NC)CC1	-2	3	3	0	3	2	-6	-1	-1
26	CCCCc1c(CCC)c(=N)c2ccccc2n1C	2	0	11	8	0	-2	1	0	-5
27	CC1CCC(C(=O)NC(C(=O)NCCc2ccc(S(N)(=O)=O)cc2)C(C)C)CC1 (stereo not given)	2	1	5	2	-5	-2	-7	2	-2
28	COc1ccc(-c2cc(C(=O)Nc3cc(C)nn3-c3ccccc3)no2)cc1	-4	1	-15	5	-2	-3	-16	2	1
29	Nc1ccn(Cc2cccc(F)c2)n1	2	6	7	1	-5	-4	3	1	-6
30	Cc1ccc2c(c1)n([O-])c1c([n+]2=O)CCCC1	-4	4	5	-1	4	-2	2	3	-7
31	CC1CCCCC12NC(=O)N(CC(=O)Nc1cccc(S(=O)(=O)N3CCCCC3)c1)C2=O (stereo not given)	-1	.	-4	-5	0	2	-7	-2	-1
32	CCc1ccc(NC(=O)C2CCN(c3c(N4CCCC4)c(=O)c3=O)CC2)cc1	3	0	11	8	0	-4	-2	9	2
33	NC/C(=N\O)c1ccc(Cl)cc1Cl	0	-1	-5	3	3	-7	1	1	-4
34	O=C1NN=C(c2ccc(Cl)cc2)CC1c1cccc(Cl)c1 (stereo not given)	-2	-12	7	-3	2	-2	1	-1	1
35	CCC(C)c1c(O)nc(SCC(=O)N2CCCCCC2)[nH]c1=O (stereo not given)	1	7	3	-2	-2	0	-2	0	-1
36	Cc1occc1C(=O)N1CCCC(Nc2ccc(C(C)C)cc2)C1 (stereo not given)	-1	6	1	2	5	2	0	9	0
37	CCOc1cc(CN2CCN(C(=O)c3ccco3)CC2)ccc1OC	-6	-3	-2	2	1	0	7	-3	1
38	COC(=O)c1cc(OC(=O)CCc2ccc(OC)c(OC)c2)cc(C(=O)OC)c1	-1	2	6	-3	16	-1	7	2	-2
39	CCCNC(=O)Nc1ccc(F)c(Cl)c1	3	-5	7	7	2	2	2	1	-1
40	O=C(C1CC(=O)N(c2ccc(Cl)cc2)C1)N1CCCCCC1 (stereo not given)	4	4	3	-2	-4	-3	-18	1	-6
41	COc1ccc(-n2nc(C(=O)Nc3ccc(OC)c(OC)c3)c3c4ccccc4n(C)c3c2=O)cc1	-7	4	2	2	0	2	-7	0	-12
42	CC(=O)Nc1ccc(S(=O)(=O)NCC2CCC(C(=O)N3CC(C)CC(C)C3)CC2)cc1 (stereo not given)	-4	7	4	3	0	-1	4	1	1
43	CCC(C)(C)n1nnnc1CN(Cc1ccco1)Cc1cc2cc3c(cc2[nH]c1=O)OCO3	-7	6	-7	2	1	0	1	1	0
44	Cc1ccc(S(=O)(=O)NCC(=O)NCC2CCCCC2)cc1C	3	5	10	4	7	-1	13	2	7
45	CCCn1c(NC(=O)C23CC4CC(CC(O)(C4)C2)C3)nc2ccccc21	-1	0	13	-2	0	-2	-5	6	-4
46	Cc1nn(C)cc1/C=N/NC(=O)CSc1ccccn1	-1	1	2	3	6	0	3	0	0
47	O=C1CC(c2ccc(F)cc2)Cc2nc(NCc3ccco3)ncc21 (stereo not given)	2	-6	3	4	6	-5	-4	4	-1
48	Cn1c(=N)n(CC(=O)O)c2ccccc21	-1	7	7	8	3	0	3	4	2
49	O=C(c1cc2ccccc2o1)N1CCN(c2ncccn2)CC1	.	.	4	.	1	.	-3	7	-3
50	COc1ccc(-c2ccc(CCC(=O)O)n2CC(=O)Nc2cccc(OC)c2)cc1	0	5	2	-4	5	-1	-1	10	-5
51	CC(C)Sc1oc(-c2ccco2)nc1S(=O)(=O)c1ccccc1	-3	0	-2	-3	2	5	5	11	-3
52	O=C(CCN1C(=O)c2ccccc2C1=O)N1CCCCCC1	2	1	2	3	3	-16	8	0	2
53	CCOC(=O)N1CCC(N2CCCC(CO)(Cc3ccccc3C)C2)CC1 (stereo not given)	-6	5	-3	-8	-10	-6	-16	5	-7
54	COC(CNC(=O)c1ccc(Cn2c(=S)[nH]c3cc4c(cc3c2=O)OCO4)cc1)OC	-2	-1	0	5	-1	5	-7	0	2
55	C(=N\n1cnnc1)/c1cccs1	1	6	10	2	-2	-3	2	1	0
56	COc1ccc(-c2cc(N3C(=O)Nc4ccccc4N3O)n[nH]2)cc1	2	2	1	0	-3	-4	6	6	-2
57	Cc1ccc(NNC(=O)c2snnc2C)cc1Cl	-2	7	13	2	9	0	4	2	-1
58	CN(Cc1ccc(F)cc1)C(=O)c1ccc2c(c1)NC(=O)CS2	2	2	1	9	0	3	-1	1	-2
59	Cc1ccc(S(=O)(=O)N2CCCC2)cc1C(=O)NC1CCCCC1	1	-4	7	5	0	9	2	-3	-3
60	CCOCCCNC(=O)c1ccccc1NC(=O)C1=C(C)OCCS1	-3	0	-5	3	0	-2	6	2	4
61	COC(=O)c1cc(C(=O)OC)cc(-n2c(C)cc(C(=O)CC#N)c2C)c1	0	-28	-6	-4	-4	-2	0	3	-4
